Bioassay records from PubChem.
HTRA1 inh: blocks human HTRA1 serine peptidase; Q92743; recombinant HTRA1, FP-rhodamine activity-based probe, fluorescence polarization; inhibition, % at 5.96 µM; hit rate 0.5% among 340,000; AID 504803; in the data active means inhibition above about 36%;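 further: 0% = enzyme with DMSO and 100% = wells lacking enzyme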
rCAG RNA binder: molecules binding r(CAG) RNA repeats | AID 651821 | hit rate 1.3% among 370,000 | r(CAG) RNA repeat, TO-PRO-1 dye displacement fluorescence | inhibition, % at 3 µM;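 active means inhibition above the plate cutoff, the mean of all test compounds on that plate plus 3 SD, cut at about 35% in these data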;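 further: 0% = DMSO alone and 100% = 100 µM mitoxantrone as full dye displacement; higher means more dye released from RNA so lower well fluorescence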
Rev-erbA mod: modulators of human Rev-erb alpha DNA binding. Rev-erbα–FITC-DNA binding, fluorescence polarization, 90 min. hit rate 0.79% among 370,000. activity, % at 10 µM. P20393;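 active means activity above about 14%, limit read from the data; passing the limit was not always enough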;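 further: 0% = DMSO wells with 35 nM protein and 100% = DMSO wells with 750 nM protein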
LEDGF integ inh: blocks HIV-1 LEDGF/p75-dependent DNA integration. inhibition, % at 3.7 µM. AID 743269. TR-FRET IN-LEDGF/p75 DNA integration, Eu/Cy5. hit rate 0.64% among 370,000;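 active means inhibition above the screen-wide mean plus 3 SD, cut at about 13% in these data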;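 further: signal is the Cy5 over europium emission ratio at 671 and 618 nm; 0% = plate median of compound wells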
PG9 binder: binds the HIV-1 gp120 antibody PG9. TR-FRET gp120-PG9 antibody binding. AID 624416. hit rate 0.43% among 360,000. inhibition, % at 6.7 µM; in the data active means inhibition above about 8.5%
TCR CD3 inh: blocks the human TCR-CD3 interaction; hit rate 0.37% among 360,000; inhibition, % at 9.4 µM; TAMRA-labeled TCR probe fluorescence, biochemical; in the data active means inhibition above about 19%;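 further: recombinant mutant TCR 2C K166C tagged with TAMRA read by polarization; 0% = receptor in buffer alone and 100% = receptor with positive control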
mABHD4 FP: inhibitors of mouse ABHD4. Q8VD66. purified mABHD4, FP-Rh probe fluorescence polarization. inhibition, % at 8.92 µM. hit rate 0.54% among 370,000. AID 720543;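 active means inhibition exceeding the mean over every tested compound plus 3 SD, cut at about 30% in these data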;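 further: 0% = plate median of compound wells and 100% = S159A mutant with DMSO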
Target sequence (Q8VD66 whole entry, looked up): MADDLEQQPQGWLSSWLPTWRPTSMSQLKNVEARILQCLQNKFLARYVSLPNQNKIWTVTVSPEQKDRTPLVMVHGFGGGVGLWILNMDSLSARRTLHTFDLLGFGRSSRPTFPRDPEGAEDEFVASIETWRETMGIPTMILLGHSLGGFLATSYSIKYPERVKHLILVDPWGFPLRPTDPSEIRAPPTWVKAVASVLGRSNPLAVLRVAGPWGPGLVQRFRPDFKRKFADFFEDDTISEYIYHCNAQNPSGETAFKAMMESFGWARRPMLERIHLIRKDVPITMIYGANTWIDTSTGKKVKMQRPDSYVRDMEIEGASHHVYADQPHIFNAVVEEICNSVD
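System: mouse ABHD4 enzyme, wild type / Medium: HEPES pH 7.0, NaCl, Pluronic buffer / Reagent: FP-Rh activity-based fluorescent probe / Control set: S159A mutant high control, sample median low control / Detection: fluorescence polarization with parallel and perpendicular emission, 525/598 nm / Schedule: 45 min + 60 min at 25 °C / Compound dosing: 8.92 µM, single dose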
SIAE inh: human SIAE inhibition, primary screen; Q9HAT2; SIAE FP-Rh probe binding, fluorescence polarization; inhibition, % at 9.66 µM; hit rate 0.69% among 370,000;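 active means inhibition above a cutoff: mean of compounds within the control limits plus 3 SD of those, cut at about 17% in these data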;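 further: 0% = plate median of compound wells and 100% = probe without SIAE protein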
TDP2 inh: TDP2 (human) inhibition, absorbance primary screen. O95551. recombinant TDP2, T5PNP hydrolysis, p-nitrophenol absorbance 415 nm. inhibition, % at 12.8 µM. hit rate 0.34% among 370,000. AID 720702;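 active means inhibition above the mean of all tested compounds plus 3 SD, set per campaign, cut at about 25% in these data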;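 further: 0% = DMSO with enzyme and 100% = buffer with substrate but no TDP2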
Target sequence (O95551 whole entry, looked up): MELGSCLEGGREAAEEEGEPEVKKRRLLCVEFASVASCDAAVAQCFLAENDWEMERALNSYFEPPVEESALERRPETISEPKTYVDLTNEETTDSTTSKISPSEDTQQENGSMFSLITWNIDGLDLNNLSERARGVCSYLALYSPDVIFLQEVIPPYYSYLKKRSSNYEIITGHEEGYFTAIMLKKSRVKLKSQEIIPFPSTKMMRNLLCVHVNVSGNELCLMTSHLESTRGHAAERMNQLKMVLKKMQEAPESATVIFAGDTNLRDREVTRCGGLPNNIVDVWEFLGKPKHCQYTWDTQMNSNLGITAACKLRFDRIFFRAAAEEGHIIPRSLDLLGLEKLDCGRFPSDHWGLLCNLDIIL
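System – recombinant human TDP2 · Amount – 120 nM TDP2 per well · Buffer or medium – Mg2+-containing Tris-HCl buffer, pH 7.5 · Reagent – T5PNP substrate, 5 mM · Dosing – 12.8 µM single point, 1% DMSO · Incubation – 2 h at 37 °C · Measured by – epi absorbance · Read-out basis – percent inhibition · Benchmarks – high control without enzyme, low control DMSO plus TDP2 · Repeats – singlicate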
PRMT1 FP inh: PRMT1 (human) inhibition, primary screen; Q99873; recombinant PRMT1, activity-based probe fluorescence polarization; inhibition, % at 2.79 µM; hit rate 1.3% among 370,000; AID 652257;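 active means inhibition above about 21% made by adding two undisclosed values, limit read from the data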
* hit, by the source's call; / = no result given. Only part of the results is shown; rates above refer to the full screens.

SMILES | HTRA1 inh | rCAG RNA binder | Rev-erbA mod | LEDGF integ inh | PG9 binder | TCR CD3 inh | mABHD4 FP | SIAE inh | TDP2 inh | PRMT1 FP inh
CCC(C)c1ccc(O)c(NC(=O)c2cccnc2)c1 (stereo not given) | -1.8 | 3.7 | -3.4 | -2.2 | -1.7 | 3.0 | -7.2 | 1.5 | -1.5 | 2.2
CN(C)S(=O)(=O)c1cccc(NC(=O)C2Cc3ccccc3CN2C(=O)c2ccco2)c1 (stereo not given) | -7.6 | 16.2 | -1.5 | 2.5 | 0.8 | 1.8 | -2.7 | 12.5 | 10.9 | 12.5
CCCc1noc2c1C(c1ccoc1)C(C#N)=C(N)N2 (stereo not given) | 1.7 | 3.8 | -1.8 | -0.1 | -0.4 | 3.1 | 2.9 | 2.3 | 7.2 | -1.2
Cc1nc(SCC(=O)NCc2ccc3c(c2)OCO3)c(C#N)c2c1CCCC2 | -3.0 | -4.0 | -2.6 | 91.1* | -0.3 | 2.8 | -3.5 | 3.7 | 1.1 | -1.2
CCN(CC)c1nc2c(s1)C(=O)NCCC2 | 3.7 | -1.3 | -1.5 | -2.3 | 1.2 | 2.1 | 1.4 | -3.1 | 9.7 | 0.2
O=C(O)C(C(=O)/C=C/c1ccco1)=C1SCCS1 | 4.6 | 15.8 | -10.7 | 17.5* | 0.0 | 10.2 | 7.0 | 8.7 | -5.0 | 19.5
O=C(Nc1ccc(Cl)c(Cl)c1)C1CCN(c2nnc(-n3cccc3)s2)CC1 | / | 5.5 | 3.0 | -1.4 | / | / | -41.6 | -11.8 | -2.5 | -2.3
CC(=O)Nc1ccc(NC2=CC(=O)c3ccccc3C2=O)cc1 | 5.5 | 1.2 | -26.2 | 0.7 | -16.4 | 6.4 | 2.8 | 1.9 | -12.5 | -3.4
CCCCN(CCCC)C(=O)c1cc2ccccc2c(=O)o1 | 2.3 | -8.6 | -6.8 | -1.6 | 0.5 | 2.0 | -4.8 | -2.3 | 11.5 | -0.1
NS(=O)(=O)c1ccc(NC(=S)Nc2ccc(S(=O)(=O)Nc3nccs3)cc2)cc1 | / | 4.6 | -9.4 | 0.3 | 1.9 | 2.1 | -1.7 | -1.3 | -1.1 | 2.4
O=C(OC(C(=O)NC1CCCC1)c1ccccc1F)c1ccco1 (stereo not given) | -2.5 | -5.3 | 1.9 | -0.1 | -1.3 | 0.3 | 2.6 | -1.8 | -11.2 | -1.2
CCOc1ccc2[nH]c(=O)c(CN(Cc3ccco3)C(CC)c3nnnn3Cc3ccccc3)cc2c1 (stereo not given) | -9.4 | 1.4 | -4.6 | 0.1 | -0.7 | 5.3 | -17.0 | -4.3 | 4.4 | -0.5
CCCCNC(=O)Cc1coc2ccc3ccccc3c12 | -16.5 | 4.6 | -0.6 | 2.0 | -2.9 | 4.3 | -4.3 | -2.9 | -7.0 | 1.7
Cc1ccc(C(C)n2cc(C(=O)NCc3ccncc3)nn2)cc1 (stereo not given) | -6.3 | -1.6 | 5.0 | 1.5 | -1.5 | 1.3 | -8.5 | 2.2 | -6.0 | 0.9
COc1ccc(-n2c(SCC(=O)NCCCN3CCCC3=O)nnc2C(C)N2CCCCC2)cc1 (stereo not given) | 1.1 | -6.3 | / | -2.3 | 0.6 | -6.4 | -3.0 | -0.2 | -2.2 | 2.4
COc1ccc(C(=O)N2CCN(c3ccccn3)CC2)cc1[N+](=O)[O-] | 7.0 | -8.0 | 8.2 | 1.5 | 1.6 | -0.1 | -3.8 | 13.3 | 10.3 | -3.0
O=[N+]([O-])c1ccccc1/C=N/N1CCN(c2ccncc2S(=O)(=O)N2CCCCC2)CC1 | -9.4 | 3.5 | -0.1 | 0.7 | -2.4 | 3.5 | 7.0 | 2.8 | 5.3 | -1.1
Cc1cc(C)nc(/N=C(\N)Nc2ccc(C)c([N+](=O)[O-])c2)n1 | 3.9 | 11.5 | 1.9 | 2.0 | 2.7 | -2.0 | 4.5 | 7.2 | 9.7 | -3.2
c1ccc(-c2nc3ccccc3nc2-c2ccc(CN3CCC4(CC3)CNc3ccccc34)cc2)cc1 | / | 9.4 | 2.0 | 1.7 | -1.6 | -1.7 | 10.5 | 6.6 | 5.3 | -1.2
COc1ccc(-n2c(SCC(=O)Nc3ccc(C(N)=O)cc3)nc3ccccc3c2=O)cc1OC | -5.0 | 7.3 | -1.3 | 6.8 | -0.8 | -4.5 | -5.9 | -10.6 | -19.1 | -2.6
COc1ccc(C(=O)Nc2ccc(N3CCCC3)cc2)cc1OC | 7.6 | 8.7 | 4.2 | -0.7 | -12.1 | -9.9 | -0.1 | 12.6 | 4.9 | -1.9
CCc1nnc(NS(=O)(=O)c2ccc(NC(=S)NC(=O)c3cccs3)cc2)s1 | -9.6 | 59.0* | 0.8 | 2.8 | -2.1 | 4.7 | -3.6 | -10.0 | 2.5 | -2.1
CCCC(=O)NC(=S)Nc1ccc(NC(=O)c2cccs2)cc1 | -16.0 | 0.1 | 7.3 | -0.1 | -2.4 | 2.1 | -0.1 | -11.6 | -4.9 | -0.8
COc1ccc(C2(c3ccc(OC)cc3)NC(=O)N(CC(=O)NCC(F)(F)F)C2=O)cc1 | -3.7 | 21.2 | 5.7 | -1.4 | 0.2 | -8.6 | 2.7 | 2.8 | 11.4 | 3.0
CN1CCN(c2ccccc2NC(=O)c2ccc(Br)o2)CC1 | -0.8 | -3.5 | -3.0 | 2.8 | -0.9 | 2.5 | 8.3 | -0.8 | 5.0 | 0.6

The list continues.
SMILES | HTRA1 inh | rCAG RNA binder | Rev-erbA mod | LEDGF integ inh | PG9 binder | TCR CD3 inh | mABHD4 FP | SIAE inh | TDP2 inh | PRMT1 FP inh
COc1ccc(NC(=O)CSc2nc(N)cc(=O)[nH]2)cc1S(=O)(=O)N1CCCCC1 | -6.4 | 18.1 | 3.0 | -0.9 | 1.3 | -2.7 | -25.7 | -25.6 | -3.6 | -0.6
COCCN(C(=O)CSCC(=O)Nc1cccc(C)c1)c1c(N)n(Cc2ccccc2)c(=O)[nH]c1=O | 2.2 | -1.4 | 1.7 | -2.7 | -0.8 | -4.6 | 8.4 | -3.2 | 0.3 | 5.3
CON(c1nc(Cl)nc(N(C)C)n1)S(=O)(=O)c1ccccc1Cl | -4.4 | 0.4 | 9.7 | -0.2 | 0.0 | -7.8 | -12.0 | -0.8 | 2.4 | 2.2
O=C(NNC(=O)NC1CCCCC1)NC1CCCCC1 | -2.2 | -0.9 | -4.1 | -2.3 | 0.6 | 0.0 | 4.0 | -0.5 | 7.9 | 0.2
CCCCCCCCNCCS(=O)(=O)NCc1ccc(OC)cc1 | -14.6 | -3.0 | -5.6 | -1.9 | -2.0 | -3.1 | 11.3 | -0.3 | 3.1 | -1.0
Cc1ccc(N(C)S(=O)(=O)c2ccc(-c3ccc(=O)[nH]n3)s2)cc1C | -3.5 | 3.6 | 3.3 | 0.8 | -2.0 | -1.2 | -1.9 | -1.8 | 7.9 | 1.4
c1coc(-c2nnc3sc(C4CCCCC4)nn23)c1 | 13.4 | -1.7 | 4.5 | -1.4 | 1.2 | -1.9 | -2.3 | -1.1 | -9.4 | 7.8
Cc1nn(-c2ccccc2)c(C)c1/C=C/C(=O)OC(C)C(N)=O (stereo not given) | 5.9 | -4.5 | -6.1 | -0.5 | -0.8 | 8.5 | -0.4 | 9.3 | 5.9 | -0.1
COc1cc(/C=C(/C#N)C(=O)Nc2ccc(C)cc2)ccc1Oc1nc(Cl)ncc1F | -6.1 | 5.0 | 2.6 | 0.5 | -2.5 | -7.9 | 5.0 | 4.2 | 5.9 | -1.6
C#CCN(C[C@H]1[C@H](OC(=O)NCCCCCC)[C@H](OC(=O)NCCCCCC)C[C@H]2C(=O)N(c3ccccc3)C(=O)[C@@H]12)S(=O)(=O)c1ccc(C)cc1 | -23.4 | 19.5 | 0.1 | -1.2 | 0.9 | -2.6 | 0.7 | -12.1 | -3.9 | 6.0
COc1ccc(OCc2cnc(Cl)s2)cc1 | 1.2 | -0.6 | 6.4 | -0.9 | 0.8 | 2.3 | 9.2 | -3.2 | -5.6 | 2.3
Cc1ccccc1NC(=O)CCC(=O)OCC(=O)c1cccc([N+](=O)[O-])c1 | 2.1 | 1.3 | -4.4 | 1.1 | -0.2 | -0.8 | 1.6 | 2.8 | 6.2 | 0.5
CC(=O)Nc1ccc(NC(=O)CS(=O)(=O)c2cn(CC(=O)N3CCCC3)c3ccccc23)cc1 | 13.4 | 5.7 | 3.5 | -0.6 | -0.8 | -2.9 | -0.1 | 7.8 | 5.7 | -1.4
Cc1ccc(/C=C2\SC(=S)N(c3cccnc3)C2=O)cc1 | -0.8 | 0.7 | 3.5 | 2.2 | 0.1 | 1.0 | 4.2 | 1.7 | 0.3 | 3.6
Cc1cccc(C)c1NC(=O)C1CCCN1C(=O)OC(C)(C)C (stereo not given) | 3.3 | -5.2 | 1.2 | -2.4 | -0.2 | 3.9 | 1.8 | -1.1 | -4.1 | -2.2
CC(NC(=O)C12CC3CC(C)(CC(C)(C3)C1)C2)c1ccncc1 (stereo not given) | 2.5 | -8.1 | -2.6 | 1.6 | 0.3 | -1.3 | 1.0 | -5.2 | 9.3 | -5.2
Cn1cccc1C(=O)OCC(=O)Nc1ccc2c(c1)OCO2 | -1.9 | -0.5 | 2.3 | 2.0 | -1.6 | -0.3 | 2.1 | 0.9 | -8.9 | -8.1
CCCCN1CNC(=S)N(CCc2ccc(OCC)c(OCC)c2)C1 | 6.6 | -10.9 | 0.1 | -5.3 | 0.5 | -7.4 | 7.5 | -4.1 | -12.0 | 2.5
CC1CCCCC12NC(=O)N(CC(=O)N1CCN(C(=O)c3cccs3)CC1)C2=O (stereo not given) | -4.4 | 5.3 | -5.0 | -2.1 | 0.3 | 3.8 | 2.0 | 3.3 | 6.7 | -1.8
CNC(=S)N(CCc1c(C)[nH]c2ccccc12)Cc1cccnc1 | -4.0 | -0.8 | 2.5 | -4.0 | -2.1 | -4.9 | 4.1 | 5.8 | 10.7 | -1.2
Cc1csc(NC(=O)c2cc(=O)[nH]c3ccc(S(=O)(=O)N4CCOCC4)cc23)n1 | 5.0 | 13.4 | -4.9 | -13.1 | 0.2 | 2.1 | 3.4 | 0.0 | 2.0 | 8.0
CC(C)(C)N(Cc1ccccc1)C(=O)COC(=O)c1ccc(Br)o1 | -11.5 | -1.0 | 3.2 | -0.3 | 0.0 | -6.8 | -2.5 | -2.3 | 5.3 | 2.5
Nn1c(COc2cccc(Br)c2)nnc1SCC(=O)N1CCc2ccccc2C1 | -11.0 | 0.2 | 2.5 | 0.6 | 0.0 | 0.9 | -11.6 | -15.4 | -20.5 | 1.9
